# Yeast eIF2B – modulators of yeast eIF2B activity; inhibition, % at 25 µM (by protocol); actives 0.91% (n = 27,000); S. cerevisiae eIF2B-epsilon R284H, GCN4-lacZ luminescence;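 active = mutant luminescence inhibited past about 50% while wild type luminescence and mutant growth stay under set limits, limit read from the data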; also: some compounds called inactive have numbers as strong as hits
#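 Times: 16 h growth with compound at 30 °C, 90 min Beta-Glo step; Assay system: yeast eIF2B-epsilon R284H mutant carrying GCN4–beta-galactosidase fusion; Measure: % inhibition of reporter signal and growth versus controls; Dosing: one concentration, 25 µM, 0.25% DMSO; Buffer or medium: YPD yeast growth medium; Measured by: Beta-Glo luminescence plus absorbance at 595 nm.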
# Yeast tox – Inhibits yeast growth, turbidity readout; S. cerevisiae wild-type growth, A595 turbidity, 16 h; growth inhibition, % at 25 µM (by protocol); actives 0.3% (n = 30,000);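 active = mutant and wild-type yeast strains alike exhibit over 30% growth inhibition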;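 also: 0% = untreated cell controls and 100% = YPD media blanks without cells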
#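 System – wild-type and eIF2Bepsilon-R284H mutant S. cerevisiae, screened separately · Measured by – absorbance at 595 nm (turbidity) · Timing – 16 h compound exposure during growth at 30 °C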
# Yeast tox inhibition % – recorded beside Yeast tox, whose call it bears; growth inhibition, %; S. cerevisiae eIF2Bepsilon-R284H mutant growth, A595 turbidity, 16 h;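 each compound tested once at 25 µM; 0% equals untreated cells and 100% equals cell-free medium blanks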
# Yeast eIF2B mutant toxicity – recorded beside Yeast eIF2B, whose call it bears; growth inhibition, %; measured here: mutant yeast growth, toxicity;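 each compound tested once at 25 µM; zero equals untreated control growth and 100 equals blank medium absorbance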
# An asterisk follows results filed as active; x = no result given. These rows are one share of the data (hit frequency here may not be typical).
SMILES,Yeast eIF2B,Yeast eIF2B mutant toxicity,Yeast tox,Yeast tox inhibition %
Cc1ccc(C(=O)OCC(=O)Nc2ccc3c(c2)OCO3)cc1S(=O)(=O)N1CCOCC1,8,-14,1,-14
NS(=O)(=O)c1ccc(Nc2nc(-c3ccc(O)cc3O)cs2)cc1,22,x,9,0
CCCN(CCC)CCNC(=O)CS(=O)Cc1nc(-c2ccc(C)cc2)oc1C (stereo not drawn),17,-11,-14,-11
CCC1CCCCN1C(=O)Cn1c(=O)oc2ccccc21 (stereo not drawn),23,-2,3,-2
CC(=O)Nc1ccc(Oc2ncccn2)c(Cl)c1,25,15,7,15
CCn1c(CNc2ccc(F)cc2)nnc1SCC(=O)OC1CCCCC1,20,12,11,12
CC(C)(C)Cc1nc(-c2ccc(Cl)cc2)no1,x,x,33,8
Cc1ccc(Oc2ccc(S(=O)(=O)N3CCOCC3)cc2C(N)=O)c(-n2nc3ccccc3n2)c1,20,14,18,14
COC(=O)Nc1ccc(S(=O)(=O)N(C)C)cc1,13,4,9,4
COc1ccc(Cl)cc1NC(=O)CC(C)=O,7,5,-12,5
O=C(CCn1cccc1)NCc1ccccc1,25,4,14,4
Cc1ccc2[nH]c3c(c2c1)CN(C)CC3,44,9,5,9
Cc1cc(OCC(=O)Nc2ccc(N3CCCC3)cc2)cc(C)c1Cl,-23,8,-15,8
Cc1cc2nc3c(nc2cc1C)C1(C(=O)N(C)C)CCC3(C)C1(C)C (stereo not drawn),x,x,8,13
CCOc1ccc(CCNC(=O)COC(=O)c2cccnc2OCC)cc1OCC,x,x,26,0
O=C(CCCOc1ccccc1)Nc1ccc(S(=O)(=O)N2CCOCC2)cc1,x,x,10,7
COc1ccc(Cl)cc1N1Cc2ccccc2C1,12,10,29,10
COc1cccc(-c2cc(C(=O)Nc3cc(C)n(Cc4ccc(Cl)cc4)n3)no2)c1,14,14,8,14
Cc1sc2c(=O)n3c(nc2c1C(=O)NCCCN1CCOCC1)CCCCC3,-12,x,4,0
Cc1c(C(=O)Nc2nccs2)sc2nc(-c3cccs3)cc(C(F)(F)F)c12,37,-45,0,-45
Cc1cc(=O)oc(C)c1C(=O)NC1CC(C)(C)NC(C)(C)C1,-31,6,19,6
Cc1ccc(C(=O)NC(=S)NNC(=O)c2ccccc2[N+](=O)[O-])cc1,-8,-11,13,-11
FC(F)(F)c1cnc(Oc2ccc(-c3nnco3)cc2)c(Cl)c1,12,19,18,19
CCOc1ccc(-c2nnc3sc(COc4ccc(C)cc4)nn23)cc1,-27,-33,-28,-33
CCCn1nnc(NC(=O)c2sc3ccccc3c2Cl)n1,8,11,13,11
# The results go on:
SMILES,Yeast eIF2B,Yeast eIF2B mutant toxicity,Yeast tox,Yeast tox inhibition %
COc1cccc(-c2nnn(CC(=O)Nc3cc(OC)c(NC(=O)c4ccco4)cc3OC)n2)c1,-5,30,34,30
O=S(=O)(Nc1nc2ccccc2nc1NCc1ccco1)c1ccccc1,18,15,-8,15
Cc1cc(OCC(=O)NCCN2CCOCC2)ccc1Br,25,-14,-1,-14
CCN(CC)S(=O)(=O)c1ccc(-c2nnc(SCC(=O)Nc3cc(OC)cc(OC)c3)o2)cc1,x,x,-14,-23
CCOc1ccccc1N(CC(=O)Nc1ccccc1C(=O)NCc1ccco1)S(C)(=O)=O,20,8,-1,8
O=C(CCc1ccccc1)NC1CCSC1=O (stereo not drawn),17,14,11,14
c1coc(CN(Cc2ccco2)c2ncnc3c2oc2ccccc23)c1,23,x,x,x
CCCCNC(NCCCC)=C(S(=O)(=O)CC)S(=O)(=O)CC,11,11,-2,11
N#CN=C1SCCS1,31,x,-8,0
Cc1nc(N2CCN(c3ccccc3)CC2)c2c3c(sc2n1)CCC3,-3,x,0,0
COc1ccc(C2(C(N)=O)CCCCC2)cc1OC,-27,14,11,14
CCn1cc(C(=O)N(CCCN2CCOCC2)Cc2ccco2)c(=O)c2ccc(C)nc21,20,-5,4,-5
CCOC(=O)c1c(NC(=O)OC)sc(C(=O)N(CC)CC)c1C,x,x,5,-13
Cc1cc([N+](=O)[O-])ccc1NC(=S)NC(=O)C(c1ccccc1)c1ccccc1,21,7,11,7
C/C(=N\NS(=O)(=O)c1ccc(Br)cc1)c1cccs1,11,3,20,3
O=C(O)c1csc(Br)c1Br,27,x,1,0
Cc1ccc(-n2c(SCC(=O)N3CCOCC3)nnc2-c2cccnc2)cc1,-24,-12,2,-12
Cc1ccc(NC(=O)NCc2ccc3c(c2)OCO3)cc1,14,11,-8,11
Cc1ccc(-c2nnn(CCC(=O)N3CCCCC3C)n2)cc1 (stereo not drawn),17,-14,-1,-14
FC(F)Sc1ccc(NC(=S)NC2CCCCC2)cc1,x,x,17,12
O=C(c1ccco1)N1CCN(C(c2ccccc2Cl)c2nnnn2Cc2cccs2)CC1 (stereo not drawn),26,-11,-17,-11
Cc1nn(-c2ccccc2)c2sc(C(=O)OCC(=O)N3CCCCC3)cc12,11,-20,-19,-20
COc1c(F)c(F)c(C(=O)Nc2ccc3oc(-c4ccncc4)nc3c2)c(F)c1F,-72,-62,-27,-62
CCOC(=O)c1sc2nccc(N(C)C)c2c1N=CNOCc1c(F)cccc1Cl,27,15,12,15
CCn1c(SCC(=O)NCc2ccco2)nc2c(c1=O)SC(C)C2 (stereo not drawn),26,6,5,6
# More compounds follow:
SMILES,Yeast eIF2B,Yeast eIF2B mutant toxicity,Yeast tox,Yeast tox inhibition %
O=C(Nc1ccc(Cl)cn1)c1cccc(S(=O)(=O)N2CCOCC2)c1,x,x,19,17
O=C(CSCc1ccc([N+](=O)[O-])cc1)NN=C1CCCCCC1,32,-4,4,-4
CN(/N=C/c1cccnc1)c1cnn(-c2ccc(F)c(Cl)c2)c(=O)c1Cl,-17,-52,-19,-52
Cc1ccc(NC(=O)c2noc3c2CC(C(C)(C)C)CC3)cc1 (stereo not drawn),18,11,9,11
O=c1c(F)cn(C2CCCO2)c(=O)n1Cc1ccccc1Cl (stereo not drawn),7,x,x,x
CN=C(c1ccco1)n1c(=S)nc(-c2ccco2)n(C)c1=S,23,-14,8,-14
COCCN1Cc2cccc(C(=O)NC(C)c3cccs3)c2C1=O (stereo not drawn),22,19,-2,19
Cc1cc(C)c(C#N)c(SCc2cc3c(cc2Cl)OCO3)n1,5,10,14,10
O=S(=O)(c1ccccc1)N1CCC(N2CCCCCC2)CC1,-10,15,-1,15
Cc1ccc(C(=O)Nc2nc3nc(-c4ccccc4)cc(=O)n3[nH]2)cc1,x,x,10,15
CCNCc1cc(Br)c(OCC(=O)Nc2ccccc2)c(OC)c1,x,x,8,-13
CCN(CC)S(=O)(=O)c1ccc(C(=O)Nc2cc(C)cc(C)c2)cc1,30,x,4,0
COc1ccc(C2C(C(=O)NCc3cccnc3)c3ccccc3C(=O)N2C)cc1OC (stereo not drawn),19,12,22,12
Cc1ccccc1-c1noc(CCC(=O)NCC2CCCO2)n1 (stereo not drawn),7,-19,-10,-19
CCOC(=O)c1sc2ccc(S(=O)(=O)N3CCOCC3)cc2c1N,17,20,19,20
Cc1ccc(OCC(O)CNS(=O)(=O)c2ccccc2C(=O)N2CCCCC2)cc1 (stereo not drawn),-3,x,x,x
CSc1nc(N)nc(SCC(=O)C(C)(C)C)c1C#N,x,x,2,12
c1ccc(-c2n[nH]c3ccccc23)cc1,36,x,x,x
CCCc1nc(-c2ccccc2O)n(-c2ccccc2)n1,53*,26*,2,26
CCOC(=O)N1CCC(NC(=O)c2ccc(CNS(=O)(=O)c3ccc(F)cc3)cc2)CC1,31,-32,-49,-32
CCCCOC(=O)CNc1n[nH]c(=S)[nH]c1=O,x,x,21,11
CCNCCC(=O)N1c2ccccc2Sc2ccc(NC(=O)OCC)cc21,7,x,x,x
CCn1cnc2scc(-c3ccccc3)c2c1=O,x,x,9,3
CCc1nc(SCC(=O)O)c(C#N)cc1C,12,13,16,13
Cc1cccc(-c2nsc(SCC(=O)Nc3nccs3)n2)c1,23,-22,-6,-22
# Carrying on:
SMILES,Yeast eIF2B,Yeast eIF2B mutant toxicity,Yeast tox,Yeast tox inhibition %
CC1(C)CC(=O)C(C=Nc2cccc(/N=C/C3=C(O)CC(C)(C)CC3=O)n2)=C(O)C1,9,9,6,9
O=C(CSc1nc2ccccc2c(=O)n1-c1cccc(C(F)(F)F)c1)NC1CC1,23,26,11,26
Cc1ccccc1N=C/C=C1/C=C(c2ccccc2)OC(C)(C)O1,27,-4,46,-4
CCCCCCn1cnc2c(c1=O)c1nc3ccccc3nc1n2/N=C/c1ccco1,-8,-10,-34,-10
O=C1CSC(=NC(=O)c2ccccc2)N1,18,16,23,16
O=C(NCc1cccnc1)Nc1cccc(NC(=O)NCc2cccnc2)c1,15,-13,15,-13
C=CCn1c(SCC(=O)Nc2ccc(C(=O)OCC)cc2)nnc1-c1sc(N)nc1C,31,x,x,x
Cc1ccc(-c2nc(N)n(C(=O)c3cccnc3)n2)cc1,15,x,8,0
Cc1cccc(C)c1NC(=O)c1ccc(-c2ccc(Cl)cc2Cl)o1,-30,6,5,6
CSc1nc2nc(-c3ccccc3)cc(C(F)(F)F)n2n1,-43,-4,22,-4
CCc1noc2c1/C(=N\O)CC(c1ccccc1)C2 (stereo not drawn),15,16,19,16
O=c1c2c(nc3nc(CCc4ccccc4)[nH]n13)CCC2,11,x,x,x
COc1ccc(-c2cn(-c3ccc(C)cc3)c(=O)n2CC(=O)Nc2cccc(F)c2)cc1,x,x,10,2
COC(=O)Cc1nnc(NC(=O)C(C)C)s1,x,x,21,11
O=C(c1ccco1)N1CCN=C1SCc1cccnc1,-3,x,-17,0
CC(C)C[C@H](NS(=O)(=O)c1ccc(Br)cc1)C(=O)O,x,x,11,18
CCCCCn1c(SCC(=O)OCC)nc2cc(C(=O)NCc3ccco3)ccc2c1=O,56*,x,-7,-11
CC(C)Oc1ccc(NC(=O)c2ccncc2)cc1,21,-10,-4,-10
Cc1ccc(-n2cccc2/C=N/n2cnnc2)cc1Cl,-27,5,18,5
Nc1nnc(CCS(=O)(=O)c2ccc(Cl)cc2)s1,x,x,9,3
CCCOc1ccc(CC(=O)NCC2(c3ccccc3)CCOCC2)cc1OC,12,-18,18,-18
O=C(Nc1ccc(N2CCOCC2)cc1)c1ccncc1,-13,x,x,x
CN(C(=O)Cc1ccccc1)n1cnnc1,-8,4,-7,4
COc1ccc(Cn2cccc(NC(=O)Nc3ccc(C#N)cc3)c2=O)cc1,-17,x,-42,0
CC(C)CCn1cnc2c([nH]c3cccc(Cl)c32)c1=O,25,6,4,6
# The listing continues:
SMILES,Yeast eIF2B,Yeast eIF2B mutant toxicity,Yeast tox,Yeast tox inhibition %
O=C(O)CSc1nccn1-c1cccc(Cl)c1,-9,-14,6,-14
CCCN1C2CCCC1CC(NC(=O)c1ccccc1)C2 (stereo not drawn),14,12,13,12
O=C(CN1C(=O)C(=O)c2ccccc21)NC1CCCCC1,-3,4,-1,4
Cc1ccc(NC(=O)c2ccco2)c(NC(=O)Cc2cccs2)c1,x,x,9,5
COc1ccccc1C(=O)NCCCn1cc(Br)c(C)n1,-2,-11,7,-11
C/C(=C\C(=O)c1ccc(C)o1)Nc1ccc2c(c1)OCO2,12,5,11,5
O=C(CSc1nnc(-c2ccccn2)n1Cc1ccco1)c1ccc(-c2ccccc2)cc1,12,-25,-42,-25
COc1ccc(-n2c(=O)c3ccccc3n(CC(=O)NC3CCCC3)c2=O)c(OC)c1,8,23,2,23
O=C(CCCCCn1c(=O)[nH]c2ccccc2c1=O)NCCCN1CCN(c2ccccc2F)CC1,16,4,10,4
COc1ccc(CCNc2oc(Cc3ccccc3)nc2C#N)cc1OC,12,22,8,22
Cc1ccc(N/C=C/C(=O)c2ccc(C)cc2)cc1,27,17,14,17
Fc1ccc(Cn2cnc3ccccc32)cc1,x,x,11,7
COCCN1C(=O)C(=O)/C(=C(/O)c2ccc3c(c2)OCCO3)C1c1ccc(C(=O)OC)cc1 (stereo not drawn),-8,x,14,0

# Screens as filed in PubChem BioAssay.
